# HCMV antiviral: inhibitors of human cytomegalovirus; HFF cells, HCMV-luciferase reporter, 72 h; stronger effect = lower value; activity change, negative = inhibition, % at 57.5 µM; 410,000 tested, 4.5% active; AID 1259415; in the data active means activity change below about -60%; inconclusive means no clear call, values can overlap the other calls; inactive means above about -39%
#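 Human foreskin fibroblasts infected with luciferase-reporter HCMV at MOI 1 PFU/cell, compounds at two doses. Luciferase measured 72 h post infection; normalized to buffer-only basal and Salinomycin (10uM) controls.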
# LmPK inh: inhibitors of Leishmania mexicana pyruvate kinase | 290,000 tested, 0.37% active | Potency, µM (series often up to 57.5 µM), for the others: at the top dose activity change, negative = inhibition, usual class: inhibitors | AID 1721 | purified LmPK, Kinase-Glo ATP luminescence, 1 h | Q27686; further: potency means the concentration at half of the fitted maximal effect
# Target sequence (Q27686 whole entry, looked up): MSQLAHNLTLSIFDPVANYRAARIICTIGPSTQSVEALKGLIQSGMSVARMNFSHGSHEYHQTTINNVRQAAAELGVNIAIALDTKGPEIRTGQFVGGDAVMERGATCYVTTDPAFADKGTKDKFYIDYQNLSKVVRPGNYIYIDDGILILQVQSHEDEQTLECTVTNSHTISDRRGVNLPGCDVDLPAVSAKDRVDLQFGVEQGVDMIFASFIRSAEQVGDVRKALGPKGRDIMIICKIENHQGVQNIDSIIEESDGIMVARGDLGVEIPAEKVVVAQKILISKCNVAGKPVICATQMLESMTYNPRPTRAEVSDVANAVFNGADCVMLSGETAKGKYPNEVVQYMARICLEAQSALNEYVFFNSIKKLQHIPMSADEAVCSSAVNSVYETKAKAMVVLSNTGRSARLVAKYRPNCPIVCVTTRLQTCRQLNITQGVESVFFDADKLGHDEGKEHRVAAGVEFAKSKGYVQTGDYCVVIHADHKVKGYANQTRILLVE
#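 0.1 nM LmPK, 0.5 mM PEP, 0.1 mM ADP; 50 mM imidazole pH 7.2, 7 mM MgCl2, 50 mM KCl; 1 h RT. Kinase-Glo luminescence readout, normalized to no-enzyme (full inhibition) and uninhibited wells.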
# Tb PYK inh: blocks Trypanosoma brucei pyruvate kinase; Potency, µM (top dose mostly 76.8 µM), inactives show top-dose activity, negative = inhibition, hits mostly inhibitors; 410,000 tested, 0.12% active; Q57TT1; TbPYK enzyme, Kinase-Glo Plus ATP luminescence, 45 min; further: potency means the concentration at half of the fitted maximal effect; nearly all actives have a fitted effect of over 50% in size
#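 Glycolytic pyruvate kinase of T. brucei was incubated with substrate, test compound and 130 uM ADP for 45 minutes at room temperature. Luminescent Kinase-Glo Plus signal was measured after 10 minutes.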
# HCV inhibitor: blocks hepatitis C virus | Huh7.5.1 HCVcc-Cre infection, luciferase reporter, 44 h | Potency, µM (top dose mostly 41.8 µM), for the others: at the top dose activity change, negative = inhibition, actives largely listed as inhibitors | 340,000 tested, 3.4% active | AID 651820; further: potency means the concentration at half of the fitted maximal effect
#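 Seed cells (1,000/well) for 4 h; treat with compound and infect with HCVcc-Cre, moi about 0.5. Incubate 44 h, then detect luciferase activity.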
# AMA1 RON2 block: disrupts binding of P. falciparum AMA1 to RON2 | Potency, µM (titrated, usually from 58.2 µM), for inactives: at the highest dose activity change, negative = inhibition, usual class: inhibitors | AlphaScreen AMA1-biotinylated RON2 peptide binding | 360,000 tested, 0.2% active | AID 720542;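 further: potency means the concentration at half of the fitted maximal effect; 0% = vehicle wells and -100% = peptide control; nearly all actives have a fitted effect of over 45% in size; some results filed as inactive show a strong effect at the top dose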
#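 AMA1 (3D7) with his tag at 25 nM final met compounds first, then biotinylated RON2 peptide at 25 nM; detection used donor plus acceptor beads, 10 µg/mL apiece, read by AlphaScreen after 30 min at room temperature.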
# AmpC detergent: AmpC beta-lactamase inhibition with detergent present | 370,000 tested, 0.041% active | AID 485294 | Potency, µM (highest dose often 114 µM), without a hit: at the highest dose activity change, negative = inhibition, hits mostly inhibitors | AmpC hydrolysis of nitrocefin, absorbance 480 nm, 0.01% Triton | P00811;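 further: potency means the concentration at half of the fitted maximal effect; 0% = no-compound wells and -100% = no-enzyme wells; nearly all actives have a fitted effect of over 25% in size; some results filed as inactive show a strong effect at the top dose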
# Target sequence (P00811 whole entry, looked up): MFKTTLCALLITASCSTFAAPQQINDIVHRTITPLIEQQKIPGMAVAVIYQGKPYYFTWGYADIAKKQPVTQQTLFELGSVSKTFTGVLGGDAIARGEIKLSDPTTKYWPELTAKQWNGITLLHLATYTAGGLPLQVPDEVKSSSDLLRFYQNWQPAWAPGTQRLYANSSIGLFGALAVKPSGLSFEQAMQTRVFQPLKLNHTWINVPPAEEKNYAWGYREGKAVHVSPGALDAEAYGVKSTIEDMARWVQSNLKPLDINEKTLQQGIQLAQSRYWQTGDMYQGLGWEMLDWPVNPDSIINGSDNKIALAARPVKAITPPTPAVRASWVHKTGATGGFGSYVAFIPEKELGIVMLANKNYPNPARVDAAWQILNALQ
#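 AmpC (5.3 nM in the dispensed reagent) in 20 mM phosphate pH 7.0 with 0.01% (detergent screen) or 0.0001% Triton X-100 was preincubated with compounds for 15 min at room temperature. Nitrocefin was then added from an 800 uM solution, and hydrolysis was followed at 480 nm.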
# AmpC no deterg: blocks E. coli AmpC beta-lactamase in detergent-free assay. P00811. AmpC nitrocefin hydrolysis, absorbance 480 nm, 0.0001% Triton. Potency, µM (series often up to 57.1 µM), for inactives: at the top dose activity change, negative = inhibition, hits mostly inhibitors. 330,000 tested, 0.52% active;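 further: potency means the concentration at half of the fitted maximal effect; plate controls were no compound for no effect and no enzyme for full effect; nearly all actives have a fitted effect of over 20% in size; some results filed as inactive show a strong effect at the top dose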
#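 AmpC (5.3 nM in the dispensed reagent) in 20 mM phosphate pH 7.0 with 0.01% (detergent screen) or 0.0001% Triton X-100 was preincubated with compounds for 15 min at room temperature. Nitrocefin was then added from an 800 uM solution, and hydrolysis was followed at 480 nm.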
# Starred values were filed as active, the others as inactive; ? = inconclusive; . = no result given; & = joins results of further samples; [ ] = dose if it differs, or a comment. Unless noted, the call rests on the fitted dose curve; in most records, active means well fitted curve in the direction sought with a large enough effect; inconclusive means small, poorly fitted or top-dose-only effect, or another doubt; inactive means no such curve, though single readings can be large; an effect the other way counts as inactive or inconclusive. Unless noted, on the % scale 0 is the no-effect control and ±100 the full control effect.
item	structure	HCMV antiviral	LmPK inh	Tb PYK inh	HCV inhibitor
1	COC(=O)c1sc2ccccc2c1-n1cccc1C(=O)C(=O)Nc1ccc(C)cc1	93.1	5.2%	-13.2%	?
2	Cc1cccc(OCC(=O)Nc2cc(S(=O)(=O)N3CCCCC3)ccc2N2CCN(C)CC2)c1	-11.1	6.9%	-3.9%	?
3	COc1cccc(N(CC(=O)NC2CCCCC2)C(=O)CCC(=O)Nc2nccs2)c1	-16.7	0.5%	1.7%	-27.0%
4	COc1ccc(N(CC(=O)Nc2ccc3c(c2)OCO3)S(=O)(=O)c2ccccc2)cc1OC	-20.8	1.9%	0.8%	?
5	CN(C)CCNC(=O)c1ccc2c(c1)NC(=O)c1ccccc1S2	-11.4	0.0%	-1.5%	8.91µM*
6	O=C(c1ccc(OC2CCN(Cc3ccccn3)CC2)cc1)N1CCCCCC1	?	2.7%	-6.5%	2.8%
7	O=S(=O)(Nc1ccc(N=Nc2ccccc2)cc1)c1ccccc1	-10.9	5.0%	11.0%	-2.0%
8	CC1(C)Cc2c(c(N3CCOCC3)nc3sc(C(=O)Nc4ccccc4)c(N)c23)CO1	64.5	-13.3%	-29.0%	-19.9%
9	O=C1CC(C(=O)Nc2ccc(Cl)cc2)n2ncnc2N1 (stereo unspecified)	-5.7	-12.3%	0.3%	18.4%
10	CCOC(=O)c1c(S(=O)(=O)N2CCCC(C(=O)NCc3ccccc3Cl)C2)c(C)n(C)c1C (stereo unspecified)	-10.8	.	2.7%	.
11	COc1ccc(NS(=O)(=O)c2cccc(C(=O)NCC(c3ccco3)N3CCCCC3)c2)cc1 (stereo unspecified)	-32.0	.	-3.1%	-27.0%
12	Cc1ccc(/C=C/C(=O)Nc2sc(C)c(C)c2C(=O)OC(C)C)o1	0.4	-1.9%	2.4%	-21.1%
13	O=C(Nc1ccc(N2CCOCC2)cc1)c1cccc(S(=O)(=O)N2CCCCCC2)c1	?	4.2%	1.5%	?
14	COc1ccc(C(=O)N(Cc2nc(-c3ccc(C)cc3)no2)C(C)C)cc1OC	65.3	0.1%	-0.6%	1.2%
15	CC1(C(=O)NS(=O)(=O)c2ccccc2C(F)(F)F)CCN1C(=O)CCC1CCCC1 (stereo unspecified)	-10.8	.	2.0%	.

item	AMA1 RON2 block	AmpC detergent	AmpC no deterg
1	-24.1%	-13.3%	-27.7%
2	-0.6%	1.0%	217.1%[activator]
3	-1.3%	-0.3%	19.0%
4	-6.5%	-4.1%	-8.8%
5	0.3%	2.7%	1.0%
6	32.3%[activator]	4.5%	15.8%
7	-19.4%	-14.6%	-24.6%
8	4.1%	0.8%	-17.6%
9	5.5%	-2.6%	-16.1%
10	.	-7.2%	.
11	-7.7%	-9.6%	-17.4%
12	-14.8%	-1.6%	-26.5%
13	-4.9%	-10.0%	-12.7%
14	7.3%	?	113.1%[activator]
15	0.1%	.	.

# Next part:
item	structure	HCMV antiviral	LmPK inh	Tb PYK inh	HCV inhibitor
16	Cn1c(SCCS(=O)(=O)c2ccc(Cl)cc2)nnc1-c1ccccc1	78.8	1.2%	-1.4%	11.2%
17	CC(C)(C)NC(=O)c1cccc(NC(=O)CSc2ccc(Cl)cc2)c1	-9.0	1.1%	-5.4%	?
18	CCOC(=O)c1ccc(NC(=O)CC2S/C(=N/N=C/c3c[nH]c4ccccc34)NC2=O)cc1 (stereo unspecified)	11.4	-2.0%	-3.7%	?
19	CC(CCc1ccc(O)cc1)NCCC(c1ccccc1)c1ccccc1 (stereo unspecified)	-10.1	-1.1%	1.8%	14.1µM*
20	Cc1cc(N2CCN(C(c3ccnc4ccccc34)c3nnnn3-c3c(C)cccc3C)CC2)c2ccccc2n1 (stereo unspecified)	-36.3	.	0.7%	.
21	CCOc1cc(/C=C2\SC(=Nc3ccccc3)N(c3ccccc3)C2=O)ccc1OCC(=O)O	21.6	0.4%	-9.4%	12.1%
22	COc1ccc(Oc2nccc(OC)c2C#N)cc1	-18.8	-2.9%	1.0%	15.6%
23	CC1=C(C(=O)Nc2ccccc2)C(c2ccncc2)n2nnnc2N1 (stereo unspecified)	-20.4	-2.8%	3.2%	8.5%
24	Cc1ccc2c(C(=O)N3CCN(c4ccccc4)CC3)cc(-c3cccnc3)nc2c1C	-9.0	4.4%	-0.7%	?
25	COc1ccc(S(=O)(=O)n2nc(-n3c(C)ccc3C)c3c(F)cccc32)cc1OC	-32.2	-2.2%	2.2%	?
26	C#CCOCCOCCOCCNc1nc(N2CCN(C(=O)C([C@@H](C)O)n3cc([C@@H](N)CCCCN)nn3)CC2)nc(N2CCN(C(=O)[C@H](CO)n3cc([C@@H](N)C(C)C)nn3)CC2)n1 (stereo partly specified)	?	.	-3.0%	-2.5%
27	CCc1ccc(-n2nc(C)c3c2NC(=O)CSC3c2ccccc2C)cc1 (stereo unspecified)	-79.6*	.	-16.3%	.
28	COc1ccc(/C=C/c2c(-c3ccc(OC)cc3)sc3ccc(N4CCOCC4)cc23)cc1	.	-1.4%	-2.1%	-5.1%
29	Cc1cc(C)n2cc(CSc3ncn[nH]3)nc2n1	-16.1	6.0%	0.8%	12.1%
30	O=C(Oc1ccccc1F)c1nc(SCc2ccccc2F)ncc1Cl	23.3	.	-7.3%	.

item	AMA1 RON2 block	AmpC detergent	AmpC no deterg
16	-2.0%	2.7%	-13.1%
17	-2.2%	-7.9%	?
18	36.5%[activator]	-17.6%	-28.6%
19	-12.8%	-9.2%	-24.3%
20	-11.7%	.	.
21	11.1%[11.6 µM]	-3.3%	-23.2%
22	4.3%	-8.5%	-17.7%
23	10.3%	1.5%	-18.5%
24	-7.4%	-1.1%	-2.3%
25	-21.9%	-3.1%	10.9%
26	59.6%[activator]	.	81.3%[activator]
27	.	-6.9%	.
28	-22.5%	-10.5%	-31.3%
29	9.7%	1.5%	-18.0%
30	.	-0.6%	.

# (cont.)
item	structure	HCMV antiviral	LmPK inh	Tb PYK inh	HCV inhibitor
31	NC(=O)COc1ccc2oc(-c3ccccc3)cc(=O)c2c1	5.1	-0.7%[11.5 µM]	-2.4%	9.0%
32	COC(=O)/C(=N/Nc1ccccc1OC)N1CCCc2ccccc21	25.7	1.8%	-2.4%	-25.4%
33	Oc1ccccc1-c1nc(NCCN2CCOCC2)c2ccccc2n1	38.3	6.7%	3.9%	7.08µM*
34	CCCCOc1ccc(-c2nnn(CC(=O)Nc3ncc(CC(=O)OCC)s3)n2)cc1	-3.5	9.8%	-14.5%	-2.2%&7.2%
35	O=CNCCc1nc2ccccc2n1CCc1ccccc1	6.2	9.0%	2.3%	14.1%
36	CC[C@]12c3[nH]c4ccccc4c3CCN1C(=O)C(CC(=O)NCc1cccc(C(F)(F)F)c1)C[C@@H]2C(=O)N1CCN(C(=O)c2ccco2)CC1 (stereo partly specified)	-24.0	.	7.4%	?
37	Cc1ccc(C)c(NC(=O)n2ncc3cc(Cl)ccc32)c1	8.6	.	-10.0%	.
38	Cc1ccc(CN2C(=O)C(CC(C)C)Nc3ncnc(N4CCN(c5ccccc5)CC4)c32)cc1 (stereo unspecified)	24.5&0.5	.	-2.8%&1.4%	?
39	Cc1nc(N)[nH]c(=O)c1CCCNc1ccc(CCC2(CCl)OCCO2)cc1	8.4	.	3.3%	15.0%
40	COc1ccc(CN2C(=O)CCC2(C)c2nnnn2-c2ccc3c(c2)OCCO3)cc1 (stereo unspecified)	8.4	.	0.0%	.
41	Cc1cc(C(=O)NNC(=O)c2cccc(Cl)c2)no1	9.1	0.0%	0.3%	8.9%
42	CCCCNC(=O)COC(=O)c1cc(S(=O)(=O)N2CCCCCC2)ccc1OC	35.3	3.2%	-1.5%	13.6%
43	CC1(c2ccc3c(c2)OCCO3)NC(=O)N(CC(=O)Nc2ccccc2SCC#N)C1=O (stereo unspecified)	1.0	.	6.2%	3.0%
44	Cc1ccc(S(=O)(=O)c2c(N)n(NC(=O)c3ccccc3C)c3nc4ccccc4nc23)cc1	-10.5	2.3%	2.3%	5.6%
45	O=C(NC1CC(=O)N(c2ccccc2)C1)c1cc2ccccc2o1 (stereo unspecified)	?	.	-6.1%	.
46	COc1ccc(NC(=O)CS(=O)c2ccc(Br)cc2)cc1 (stereo unspecified)	-33.0	-2.1%	-6.4%	-4.1%
47	Cc1ccc(OC(=O)c2ccc(C)c(C)c2)cn1	-27.6	-3.9%	2.7%	8.1%
48	CCOC(=O)C1CCN(Cc2ccc(N(C)C)cc2)CC1	-6.0	-10.4%	-3.4%	22.8%

item	AMA1 RON2 block	AmpC detergent	AmpC no deterg
31	3.0%	-0.9%	-17.3%
32	-19.8%	3.7%	-8.1%
33	-14.5%	-14.6%	95.7%[activator]
34	9.5%	-2.5%	-9.5%
35	-2.3%	-2.9%	44.6%
36	7.6%	.	205.9%[activator]
37	.	9.6%	.
38	-17.7%&-6.4%	.	-0.6%
39	-24.1%	.	.
40	-0.6%	.	.
41	-11.5%	10.1%	-0.3%
42	-6.7%	?	71.2%[activator]
43	39.0%[activator]	6.8%	-16.7%
44	-0.5%	3.4%	-34.6%
45	.	2.4%	.
46	-0.7%	-8.4%	-13.6%
47	-5.4%	-4.3%	82.2%[activator]
48	-16.3%	-8.0%	-35.0%

# Quoted at random: 5 entries already listed
item	structure	HCMV antiviral	LmPK inh	Tb PYK inh	HCV inhibitor
46	COc1ccc(NC(=O)CS(=O)c2ccc(Br)cc2)cc1 (stereo unspecified)	-33.0	-2.1%	-6.4%	-4.1%
32	COC(=O)/C(=N/Nc1ccccc1OC)N1CCCc2ccccc21	25.7	1.8%	-2.4%	-25.4%
37	Cc1ccc(C)c(NC(=O)n2ncc3cc(Cl)ccc32)c1	8.6	.	-10.0%	.
42	CCCCNC(=O)COC(=O)c1cc(S(=O)(=O)N2CCCCCC2)ccc1OC	35.3	3.2%	-1.5%	13.6%
34	CCCCOc1ccc(-c2nnn(CC(=O)Nc3ncc(CC(=O)OCC)s3)n2)cc1	-3.5	9.8%	-14.5%	-2.2%&7.2%

item	AMA1 RON2 block	AmpC detergent	AmpC no deterg
46	-0.7%	-8.4%	-13.6%
32	-19.8%	3.7%	-8.1%
37	.	9.6%	.
42	-6.7%	?	71.2%[activator]
34	9.5%	-2.5%	-9.5%
